Screening results (PubChem BioAssay)
APEX1 inh: inhibitors of human APE1 endonuclease; Potency, µM (titrated, usually from 65.8 µM), for inactives: top-dose activity change, negative = inhibition, most hits filed as inhibitors; 350,000 tested, 0.35% active; AID 2517; recombinant APE1, TAMRA/BHQ-2 abasic DNA cleavage fluorescence;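 also: potency is read from the fitted curve at half-maximal effect; plate controls were vehicle for no effect and reference inhibitor for full effect; nearly all actives have a fitted effect of over 55% in size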
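Activity was derived from the fluorescence gain between first and third kinetic reads (60 s intervals, ex 525/em 598 nm) after 50 nM THF-abasic TAMRA/BHQ-2 duplex was added to 0.75 nM APE1 preincubated 15 min with compound.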
Pol beta inh: DNA polymerase beta (human) inhibition | Pol beta primer extension/strand displacement, fluorescence kinetic | Potency, µM (titrated, usually from 114 µM), without a hit: at the highest dose activity change, negative = inhibition, most hits filed as inhibitors | P06746 | 340,000 tested, 1.3% active; also: potency is read from the fitted curve at half-maximal effect; % is scaled to controls: 0 for no effect and ±100 for the full control effect
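Pol beta (10 nM) and compounds were preincubated 15 min at room temperature, then 50 nM substrate (final) started primer extension/strand displacement. Reads were taken at 0 and 10 min; concentration-response data were fitted to a four-parameter Hill equation.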
Anesthetic bind: binds horse apoferritin like a general anesthetic | P02791 | 350,000 tested, 0.074% active | Potency, µM (highest dose often 77.5 µM), for inactives: at the highest dose activity change, negative = displacement, hits mostly inhibitors | apoferritin/1-aminoanthracene competitive binding, fluorescence | AID 485281; also: potency is read from the fitted curve at half-maximal effect; % is scaled to controls: 0 for no effect and ±100 for the full control effect; nearly all actives have a fitted effect of over 20% in size
Target sequence (P02791 2-175 limits assumed): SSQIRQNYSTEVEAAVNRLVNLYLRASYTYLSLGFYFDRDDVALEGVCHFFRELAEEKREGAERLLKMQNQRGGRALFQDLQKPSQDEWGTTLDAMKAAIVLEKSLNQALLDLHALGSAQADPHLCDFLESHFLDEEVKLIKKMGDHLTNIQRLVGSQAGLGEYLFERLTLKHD
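Probe: 1-aminoanthracene (50% saturated, PBS). Protein: horse-spleen apoferritin, 10 uM. Incubation: 10 min, room temperature. Detection: 380 nm excitation, 535 nm emission. Analysis: normalized response, four-parameter Hill.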
ERG Ets-DNA blk: blocks human ERG Ets domain binding to DNA | fluorescence polarization, His-ERG Ets domain / labelled DNA | 370,000 tested, 0.028% active | AID 624246 | Potency, µM (top dose mostly 76.9 µM), inactives show top-dose FP activity, negative = inhibition, actives largely listed as inhibitors; active = well fitted inhibition curve with a large enough effect in the polarisation, with a control signal flat; inconclusive = small, poorly fitted or top-dose-only effect, or effect the other way, or a change in a side signal; inactive = no such curve, though single readings can be large or run the other way; the % refers to the polarisation;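 also: polarization taken with two DNA probes labelled with fluorescein and Texas red; potency is read from the fitted curve at half-maximal effect; % of control where 0% means no effect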
Target sequence (P11308 whole entry, looked up, the tested form may be a part): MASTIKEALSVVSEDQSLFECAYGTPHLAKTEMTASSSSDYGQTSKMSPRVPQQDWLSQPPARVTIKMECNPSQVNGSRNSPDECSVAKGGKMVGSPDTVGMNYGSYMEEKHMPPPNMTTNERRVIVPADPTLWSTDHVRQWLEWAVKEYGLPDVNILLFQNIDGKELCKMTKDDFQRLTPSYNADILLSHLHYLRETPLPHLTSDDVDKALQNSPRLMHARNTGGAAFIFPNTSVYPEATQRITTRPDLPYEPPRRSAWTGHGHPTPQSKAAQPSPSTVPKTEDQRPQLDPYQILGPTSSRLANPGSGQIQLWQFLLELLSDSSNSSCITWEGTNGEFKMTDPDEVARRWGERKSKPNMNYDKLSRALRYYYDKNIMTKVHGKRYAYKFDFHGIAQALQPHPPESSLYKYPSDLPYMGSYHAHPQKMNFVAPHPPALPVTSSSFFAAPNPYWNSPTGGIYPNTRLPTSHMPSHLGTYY
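His-tagged ERG Ets domain (1 uM in the protein solution; 300mM KCl, 50mM Tris-HCl, 1mM EDTA, 1mM DTT, pH 7.5) received compound, then a probe mix of 5 nM fluorescein-DNA and 100nM Texas-615-DNA. Fluorescence polarization was read for both dyes.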
ALOX12 inh: inhibitors of human 12S-lipoxygenase ALOX12; P18054; purified 12hLO, xylenol orange hydroperoxide absorbance; Potency, µM (series often up to 108 µM), without a hit: at the top dose activity change, negative = inhibition, actives largely listed as inhibitors; 580,000 tested, 1.1% active; AID 1671190; also: potency is read from the fitted curve at half-maximal effect; % is scaled to controls: 0 for no effect and ±100 for the full control effect
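Purified human 12hLO (150 nM final) in 25 mM Hepes, 0.01% Triton X-100, pH 7.0 was preincubated 15 min at room temperature with compound. Then 40 uM arachidonic acid was added, 30 min. Hydroperoxide was read by Fe-XO absorbance ratio 573/405 nm.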
TRHR ag: agonists of human TRH receptor. activation, % at 2 µM. TRHR cells, calcium flux fluo-8, FDSS agonist mode. P34981. 360,000 tested, 0.18% active; in the data active = activation above about 30%; also: 0% is about no effect
Target sequence (P34981 whole entry, looked up): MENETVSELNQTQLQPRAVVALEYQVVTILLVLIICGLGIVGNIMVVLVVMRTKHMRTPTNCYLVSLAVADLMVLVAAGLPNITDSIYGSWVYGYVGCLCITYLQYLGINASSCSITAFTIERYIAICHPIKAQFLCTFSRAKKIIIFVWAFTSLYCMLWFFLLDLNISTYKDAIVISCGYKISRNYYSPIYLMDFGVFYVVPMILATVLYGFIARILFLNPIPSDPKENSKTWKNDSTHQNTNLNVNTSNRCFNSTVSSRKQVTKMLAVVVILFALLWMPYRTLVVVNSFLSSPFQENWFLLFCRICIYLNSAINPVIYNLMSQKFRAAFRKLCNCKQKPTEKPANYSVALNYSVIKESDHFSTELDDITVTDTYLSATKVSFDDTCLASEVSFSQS
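Fluo-8-loaded TRHR cells; 10 s baseline, compound added, kinetic Ca2+ fluorescence read 1/s, agonist mode.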
POLK inh: inhibitors of human DNA polymerase kappa; purified Pol kappa, fluorescent DNA synthesis assay, 10 min; Potency, µM (doses to about 107 µM), for inactives: at the highest dose activity, negative = inhibition, usual class: inhibitors; Q9UBT6; 400,000 tested, 0.53% active; also: potency is read from the fitted curve at half-maximal effect; % is scaled to controls: 0 for no effect and ±100 for the full control effect
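50 nM final substrate added after 15 min RT preincubation of 10 nM Pol kappa with compound; fluorescence read at 0 and 10 min.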
POLI inh: blocks human DNA polymerase iota activity; Q9UNA4; Pol iota fluorescent replication assay, 10 min; Potency, µM (doses to about 115 µM), for the others: at the top dose activity, negative = inhibition, most hits filed as inhibitors; 390,000 tested, 1% active; AID 588590; also: potency is read from the fitted curve at half-maximal effect
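Pol iota at 10 nM preincubated 15 min with compounds at room temperature; reaction started with fluorescent substrate, 50 nM final. Fluorescence read kinetically at 0 and 10 min; buffer-only wells as negative control.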
BLM inh: blocks DNA unwinding by human BLM helicase | P54132 | recombinant BLM DNA unwinding, fluorescence dequenching | Potency, µM (series often up to 56.1 µM), for the others: top-dose activity change, negative = inhibition, hits mostly inhibitors | 350,000 tested, 0.2% active | AID 2528;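 also: potency is read from the fitted curve at half-maximal effect; plate controls were vehicle for no effect and no enzyme for full effect; nearly all actives have a fitted effect of over 35% in size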
* hit, by the source's call; & = joins results of further samples; [ ] = another dose, or the depositor's remark. Unless noted, calls follow the shape of the dose curve; as a rule, active = well fitted curve in the direction sought with a large enough effect; inconclusive = small, poorly fitted or top-dose-only effect, or another doubt; inactive = no such curve, though single readings can be large; an effect the other way counts as inactive or inconclusive. An excerpt, so the mix of outcomes need not match the whole.

COc1ccc(-n2nc(C(=O)NCC(=O)NCCC3=CCCCC3)c3ccccc3c2=O)cc1 was read as APEX1 inh -13%, Pol beta inh 36%, Anesthetic bind -14%, ERG Ets-DNA blk 1%, ALOX12 inh -18%, TRHR ag 1.7, POLK inh -8%, POLI inh 49%[activator] and BLM inh -2%.
For Cc1cc2oc(=O)cc(-c3ccccc3)c2c(C)c1/C=C/c1ccc(F)cc1 the results were APEX1 inh 9%, Anesthetic bind -3%[110 µM], POLK inh -18%[60.1 µM] and BLM inh -2%[75.6 µM].
Cc1cccc(-n2c(=O)c3c4c(sc3n3c(C)nnc23)CCCC4)c1 was read as Pol beta inh 3%, Anesthetic bind -15%, ERG Ets-DNA blk 1%, ALOX12 inh -10%, TRHR ag 0.3, POLK inh -9%[60.1 µM], POLI inh 26% and BLM inh 2%.
For COc1ccc(CNC(=O)CCC(=O)N2CC3CCCN3c3ccccc32)c(OC)c1 (stereo not drawn) the results were Pol beta inh -22%, Anesthetic bind 0%, ERG Ets-DNA blk 2%, ALOX12 inh -23%, TRHR ag -0.7, POLK inh 0%, POLI inh -12% and BLM inh 3%.
Cc1ccc2oc(C(=O)N3CCN(CCO)CC3)c(C)c2c1 was read as APEX1 inh 9%, Pol beta inh 47%, Anesthetic bind -20%, ERG Ets-DNA blk -1%, ALOX12 inh 112%[activator], TRHR ag -0.7, POLK inh -14%, POLI inh 143%[activator] and BLM inh 0%.
Screening Cc1ccc(/C(N)=N/OC(=O)COc2ccc(Cl)c(C)c2)cc1 returned APEX1 inh 6%, Pol beta inh 14%, Anesthetic bind -2%, ERG Ets-DNA blk 9%, ALOX12 inh 3%, TRHR ag 0.5, POLK inh -9%, POLI inh 4% and BLM inh 1%.
O=S1(=O)[C@H]2C[C@@H]3C=C[C@@]2(CN1Cc1ccc(F)cc1)O3 was read as APEX1 inh 33%, Pol beta inh 25%, Anesthetic bind -3%, ERG Ets-DNA blk -5%, ALOX12 inh 3%, TRHR ag 0.3, POLK inh inconclusive, POLI inh inconclusive and BLM inh 1%.
Screening CC(NC(=O)Cc1ccsc1)c1ccc(F)cc1 (stereo not drawn) returned APEX1 inh 10%, Pol beta inh 33%, Anesthetic bind -7%, ERG Ets-DNA blk 16%, ALOX12 inh -1%, TRHR ag 0.0, POLK inh 0%, POLI inh 20% and BLM inh -1%.
`CC1CNC(=S)N(c2ccccc2)C1=O` (stereo not drawn) gave ERG Ets-DNA blk -13%, ALOX12 inh 2%, POLK inh -15% and POLI inh 19%.
Screening COc1ccc(C2C3C(=O)N(Cc4ccccc4)C(=O)C3ON2c2ccccc2)c(OC)c1OC (stereo not drawn) returned APEX1 inh -6%, Pol beta inh 2%, Anesthetic bind -15%, ERG Ets-DNA blk 3%, ALOX12 inh 0%, TRHR ag -0.1, POLK inh -10%, POLI inh 9% and BLM inh -9%.
Screening CCc1ccc(Nc2cc(C)nc3ncnn23)cc1 returned APEX1 inh 5%, Pol beta inh 4%, Anesthetic bind -6%, ERG Ets-DNA blk -1%, ALOX12 inh -1%, TRHR ag -0.8, POLK inh -10%, POLI inh 98%[activator] and BLM inh -1%.
Screening Cc1ccc(-c2noc(CCC(=O)NCCN3CCc4ccccc4C3)n2)cc1 returned APEX1 inh -2%, Pol beta inh 15%, Anesthetic bind inconclusive, ERG Ets-DNA blk -8%, ALOX12 inh 0%, TRHR ag -0.1, POLK inh -1%, POLI inh 14% and BLM inh -7%.
For CC1(c2nnc(Cc3ccccc3)o2)CC(c2ccccc2[N+](=O)[O-])=NO1 (stereo not drawn) the results were APEX1 inh 50%[activator], ERG Ets-DNA blk 18%, TRHR ag -0.3, POLK inh 9% and POLI inh -6%.
`COC(=O)c1ccc(CSc2ccc3nnc(-c4cccnc4)n3n2)o1` gave APEX1 inh -4%, Pol beta inh 0%, Anesthetic bind -5%, TRHR ag -0.6 and BLM inh -3%.
Cc1cnc(CN(C)C(=O)CC2C(=O)NCCN2Cc2cccc(F)c2F)[nH]1 (stereo not drawn) was read as APEX1 inh 13%, Pol beta inh 40%, Anesthetic bind -3%, ERG Ets-DNA blk -1%, ALOX12 inh 0%, TRHR ag -0.1, POLK inh -1%, POLI inh 20% and BLM inh -3%.
Screening CN(C)C(=S)Nc1ccc(Cc2ccncc2)cc1 returned APEX1 inh -4%, Pol beta inh inconclusive, Anesthetic bind -15%, ERG Ets-DNA blk -1%, ALOX12 inh -1%, TRHR ag 0.3, POLK inh -14%, POLI inh 18% and BLM inh 0%.
For COc1cccc(CNC(=O)COC(=O)CCCNC(=O)c2ccc(Cl)cc2)c1 the results were APEX1 inh 2%, ERG Ets-DNA blk -3%, ALOX12 inh inconclusive, TRHR ag -0.1, POLK inh -17% and POLI inh 22%.
Screening CCn1cc(C(=O)NCC(OC)OC)c(=O)c2cc(S(=O)(=O)N3CCC(C)CC3)ccc21 returned APEX1 inh -2%, Pol beta inh 14%, Anesthetic bind -4%, ERG Ets-DNA blk -2%, ALOX12 inh -12%, TRHR ag -0.2, POLK inh -2%, POLI inh 5% and BLM inh -6%.
`CCN1C(=O)C(CC(=O)Nc2ccc(F)cc2)N(Cc2cccs2)C1=S` (stereo not drawn) gave APEX1 inh 7%, Pol beta inh -21%, Anesthetic bind -11%, ERG Ets-DNA blk -2%, ALOX12 inh -1%, TRHR ag 0.4, POLK inh -5%, POLI inh 56%[activator] and BLM inh -9%.
`Cc1ccc(C2Nc3ccccc3-n3c(-c4ccccc4)c4c(=O)n(C)c(=O)n(C)c4c32)cc1` (stereo not drawn) gave Pol beta inh -25%, Anesthetic bind -2%, ERG Ets-DNA blk -6%, ALOX12 inh -17%, TRHR ag -0.1, POLK inh -11%, POLI inh 21% and BLM inh -13%.

Looked up by compound from above (three):
Screening CCc1ccc(Nc2cc(C)nc3ncnn23)cc1 returned APEX1 inh 5%, Pol beta inh 4%, Anesthetic bind -6%, ERG Ets-DNA blk -1%, ALOX12 inh -1%, TRHR ag -0.8, POLK inh -10%, POLI inh 98%[activator] and BLM inh -1%.
Screening COc1ccc(C2C3C(=O)N(Cc4ccccc4)C(=O)C3ON2c2ccccc2)c(OC)c1OC (stereo not drawn) returned APEX1 inh -6%, Pol beta inh 2%, Anesthetic bind -15%, ERG Ets-DNA blk 3%, ALOX12 inh 0%, TRHR ag -0.1, POLK inh -10%, POLI inh 9% and BLM inh -9%.
Screening CC(NC(=O)Cc1ccsc1)c1ccc(F)cc1 (stereo not drawn) returned APEX1 inh 10%, Pol beta inh 33%, Anesthetic bind -7%, ERG Ets-DNA blk 16%, ALOX12 inh -1%, TRHR ag 0.0, POLK inh 0%, POLI inh 20% and BLM inh -1%.

Further entries follow.
`Cc1cccc(NC(=O)c2cc(S(=O)(=O)N(C)c3ccc(F)cc3)ccc2Cl)n1` gave APEX1 inh 3%, ERG Ets-DNA blk -6%, ALOX12 inh -9%, TRHR ag -0.3, POLK inh -10% and POLI inh 4%.
Screening O=C(O)COc1ccccc1/C=N/NC(=O)C(O)c1ccccc1 (stereo not drawn) returned APEX1 inh 4%, Pol beta inh -19%, Anesthetic bind 1%, ERG Ets-DNA blk -3%, ALOX12 inh 3%, TRHR ag 0.7, POLK inh -13%, POLI inh inconclusive and BLM inh -4%.
Screening CN(C)CCCN(C(=O)CCc1ccccc1)c1nc2c(F)cccc2s1 returned APEX1 inh 8%, Pol beta inh 9%, Anesthetic bind -11%, ERG Ets-DNA blk 8%, ALOX12 inh -27%, TRHR ag 15, POLK inh -5%, POLI inh -12% and BLM inh 40%[activator].
`CCC(NC(=O)Nc1cc(Cl)ccc1OC)c1c(-n2cccc2)sc2c1CCN(C)C2` (stereo not drawn) gave Pol beta inh -1%, Anesthetic bind -13%, ERG Ets-DNA blk 16%, ALOX12 inh inconclusive, TRHR ag 0.8, POLK inh -11%, POLI inh -13% and BLM inh -6%.
Screening Brc1ccc(CN2CCc3nc(N4CCN(c5ncccn5)CC4)ncc3C2)cc1 returned Pol beta inh -6%, Anesthetic bind 36%[activator], ERG Ets-DNA blk 2%, ALOX12 inh inconclusive, TRHR ag -0.6, POLK inh -11%[60.1 µM], POLI inh -16% and BLM inh 1%.
Screening CC(C)CN1CCN(Cc2cc(F)ccc2-n2cccn2)CC1CCO (stereo not drawn) returned APEX1 inh 27%, Pol beta inh 45%, Anesthetic bind -9%, ERG Ets-DNA blk -1%, ALOX12 inh -3%, TRHR ag 0.2, POLK inh 1%[60.1 µM], POLI inh inconclusive and BLM inh -2%.
`Cn1c(=O)c2cc(S(=O)(=O)NCCC(=O)NCC3CCCO3)ccc2n(C)c1=O` (stereo not drawn) gave APEX1 inh 0%, Pol beta inh 28%, Anesthetic bind -10%, ERG Ets-DNA blk 15%, ALOX12 inh 7%, TRHR ag -0.6, POLK inh -4%, POLI inh 11% and BLM inh -2%.
Screening C=CCc1cccc2cc(C(=O)NCCOC)c(=O)oc12 returned APEX1 inh 1%, Pol beta inh 9%, Anesthetic bind -16%, ERG Ets-DNA blk 2%, ALOX12 inh -4%, TRHR ag 0.4, POLK inh -13%, POLI inh 50%[activator] and BLM inh 1%.
Screening Cc1ccc2[nH]cc(S(=O)(=O)c3ccc(C)c(C)c3)c(=O)c2c1 returned APEX1 inh -2%, Pol beta inh 24%&35%, Anesthetic bind 0%&-1%, ERG Ets-DNA blk 3%&-1%, ALOX12 inh inconclusive, TRHR ag 0.5&0.8, POLK inh -3%&-4%, POLI inh 30%&18%[activator] and BLM inh 0%&-4%.
